# Rad51 HR inh = Rad51 (human) homologous recombination inhibition; Q06609; hRad51 DNA strand exchange, fluorescence dequenching; inhibition, % at 10 µM; 200,000 compounds, 0.085% hits; AID 1385;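 active means inhibition above 40% at the single screening dose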;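 further: 0% = DMSO control wells and 100% = blanks with heterologous ssDNA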
#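 Test system: preformed human Rad51 ssDNA filaments. Compound dosing: single dose, 10 µM final compound. Incubation: filaments 15 min 37 °C, then compound 30 min. Technique: FRET fluorescence dequenching, excitation 485 nm, emission 520 nm. Read-out basis: percent inhibition from fluorescence, normalised to plate control and blank means. Benchmarks: plate controls and plate blanks.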
# eIF4E 4G PPI = blocks eIF4E binding to eIF4G | P63073+Q04637 | TR-FRET eIF4E-eIF4GI(517-606) binding, 2 h | inhibition, % at 21.7 µM | 220,000 compounds, 0.37% hits | AID 782;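 active means inhibition above about 30%, limit read from the data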;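 further: 0% = full FRET control wells and 100% = background wells lacking eIF4GI fragment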
# 14-3-3 Bad PPI = disrupts binding of bovine 14-3-3 zeta to phospho-Bad peptide; 220,000 compounds, 0.71% hits; inhibition, % at 21.7 µM; TR-FRET 14-3-3zeta/Dy647-pBad peptide displacement, 1 h; P63103; AID 781;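 active means inhibition above about 70%, limit read from the data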;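 further: 0% = full 14-3-3 plus peptide FRET controls and 100% = background without 14-3-3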
# Target sequence (P63103 whole entry, looked up): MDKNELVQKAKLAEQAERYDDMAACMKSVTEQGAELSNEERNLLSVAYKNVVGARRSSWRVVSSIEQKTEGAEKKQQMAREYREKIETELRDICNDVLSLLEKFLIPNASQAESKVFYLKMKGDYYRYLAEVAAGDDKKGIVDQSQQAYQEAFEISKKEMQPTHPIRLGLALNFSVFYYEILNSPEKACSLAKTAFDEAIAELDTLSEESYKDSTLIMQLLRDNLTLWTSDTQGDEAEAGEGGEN
# FXIIa inh = inhibitors of human coagulation factor XIIa. inhibition, % at 5 µM. P00748. 220,000 compounds, 0.3% hits. purified FXIIa, Boc-QGR-AMC fluorogenic substrate, 2 h; in the data active means inhibition above about 40%;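 further: 0% = enzyme with no compound and 100% = blank without enzyme; many of its hits are not listed in these tables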
# FXIa inh = blocks human coagulation factor XIa protease activity; inhibition, % at 5 µM; 220,000 compounds, 0.14% hits; purified FXIa, Boc-Glu-Ala-Arg-AMC fluorogenic substrate;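 active means inhibition of at least 40%; inactive means inhibition below 40%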;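 further: fluorescence of freed AMC excited at 355 nm; 0% = enzyme without compound and 100% = no enzyme blank; many of its hits are not listed in these tables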
# Wee1 degr inh = inhibitors of human Wee1 degradation; HeLa Luc-Wee1K328M stability, luciferase luminescence; 100% = proteasome inhibitor MG132 effect; 220,000 compounds, 1.2% hits; reporter increase, % at 5 µM; P30291; AID 1321;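 active means activation above the mean of all tested compounds plus 3 SD, set per screening run, cut at about 8.8% in these data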;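 further: cells exposed to compound for 20 h before luminescence read; 0% = DMSO alone and 100% = MG132 at 30 µM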
# p97 ATPase inh = inhibitors of human p97 ATPase | P55072 | recombinant p97 ATPase, Kinase-Glo ATP luminescence, 3 h | inhibition, % at 8 µM | 220,000 compounds, 0.42% hits; in the data active means inhibition above about 15%;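 further: 0% = DMSO vehicle and 100% = wells lacking enzyme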
# Mdm2 ligase inh = inhibitors of human Mdm2 E3 ubiquitin ligase; AID 1230; cell-based MDM2 ubiquitination luciferase reporter, 2 h; 0 = plate control, 100 = twice control, blank-subtracted; Q00987; signal enhancement, % at 5 µM; 210,000 compounds, 0.11% hits;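 active means signal enhancement of 30% or more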;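 further: luminescence tracks abundance of the self-degrading MDM2-luciferase fusion protein; higher signal means inhibition of MDM2 E3 ligase activity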
# Target sequence (Q00987 whole entry, looked up, the tested form may be a part): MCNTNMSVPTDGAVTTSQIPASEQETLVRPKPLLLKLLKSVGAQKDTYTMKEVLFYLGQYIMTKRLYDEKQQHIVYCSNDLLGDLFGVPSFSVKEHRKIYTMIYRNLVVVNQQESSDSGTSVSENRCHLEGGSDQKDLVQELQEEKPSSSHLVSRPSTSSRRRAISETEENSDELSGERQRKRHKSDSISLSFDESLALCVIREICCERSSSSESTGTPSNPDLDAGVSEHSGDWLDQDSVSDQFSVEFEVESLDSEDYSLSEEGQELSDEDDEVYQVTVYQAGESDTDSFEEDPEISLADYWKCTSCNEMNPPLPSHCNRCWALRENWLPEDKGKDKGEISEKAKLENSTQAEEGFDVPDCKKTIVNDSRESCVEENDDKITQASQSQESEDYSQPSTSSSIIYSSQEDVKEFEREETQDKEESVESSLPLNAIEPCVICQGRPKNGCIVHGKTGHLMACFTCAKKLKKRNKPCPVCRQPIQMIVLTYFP
#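 Material: Stable MDM2–luciferase fusion reporter cells | Amount: 2000 cells seeded into each well | Dosing: One concentration, 5 µM, with 0.2% DMSO | Incubation: 4 h cell settling then 2 h compound exposure, 37 °C | Measured by: Luciferase luminescence | Read-out basis: % enhancement relative to plate controls after blank subtraction | Benchmarks: Control and blank well means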
# hK5 inh = blocks human kallikrein 5 protease activity; Q9Y337; recombinant hK5, fluorogenic AMC substrate cleavage; inhibition, % at 5 µM; 210,000 compounds, 0.59% hits; AID 873;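 active means inhibition of 40% or more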;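 further: 0% = enzyme controls without compound and 100% = no-enzyme blanks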
# Target sequence (Q9Y337 67-293 limits assumed): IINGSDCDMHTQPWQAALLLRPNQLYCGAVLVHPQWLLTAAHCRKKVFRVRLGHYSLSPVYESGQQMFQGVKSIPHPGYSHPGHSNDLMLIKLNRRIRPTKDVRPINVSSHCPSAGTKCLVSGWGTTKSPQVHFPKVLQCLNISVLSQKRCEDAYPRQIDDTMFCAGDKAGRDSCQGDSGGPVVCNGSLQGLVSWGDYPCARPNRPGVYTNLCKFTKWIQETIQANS
# The depositor's hits bear a star; . = no result given; & = joins results of further samples; [ ] = remark or other dose.
Molecule	Rad51 HR inh	eIF4E 4G PPI	14-3-3 Bad PPI	FXIIa inh	FXIa inh	Wee1 degr inh	p97 ATPase inh	Mdm2 ligase inh	hK5 inh
CCSc1nnc(CNC(=O)c2ccccc2F)n1-c1ccccc1OC	7	0	-10	11	2	-2	0	-3	15
Cc1ccc(-c2cc(-c3ccccc3C)[nH]n2)c(O)c1	-8	6	0	10	7	5	-8	5	-6
COc1ccc(N(CC(=O)Nc2ccc3c(c2)OCO3)S(=O)(=O)c2ccccc2)cc1	.	-3	-7	5	-1	3	3	-13	0
COc1ccc(-c2csc(-c3ccc(O)cc3)n2)cc1	11	-2	2	8	2	4	-3	-6	0
CCN(CC)CCCN=C(C)C1=C(O)c2ccccc2C1=O	17	1	-19	9	2	-2	7	-7	0
Cc1ccccc1Nc1cc(=O)oc2ccccc12	9	-6[fluorescence artefact?]	-9	-10	7	-1	-1	-9	-14
Cc1cccc(N2CCN(CC(O)COCc3cccs3)CC2)c1C (stereo not drawn)	-11	7[fluorescence artefact?]	-9	16	3	0	0	-7	-6
Cc1cc(C)c(C(=O)Nc2ccc(S(=O)(=O)Nc3onc(C)c3C)cc2)c(C)c1	12	-2	12[fluorescence artefact?]	3	-8	0	10	-12	-2
O=C(c1ccccc1)N1CCN(c2n[nH]c(=O)[nH]c2=O)CC1	3	0	-6	11	0	0	8	-5	2
Cc1ccc(N2C(=O)c3cccc4c(C(=O)O)ccc(c34)C2=O)cc1	-2	0	5	3	2	0	11	-6	-1
COC(=O)Cn1c(C)nc(=O)c(-c2ccccc2)c1C	9	-4	-12	-4	-12	-1	7	-26	20
c1ccc(-c2ccccc2OCCCN2CCCCCC2)cc1	5	-3	36	7	2	4	3	-7	-1
COc1ccc(NC(C)C(=O)N/N=C/c2cc(Br)ccc2OC)cc1 (stereo not drawn)	15	1	-8	7	1	-4	0	-3	3
O=C(COc1c(Cl)cccc1Cl)NN1C(=O)CSC1=S	-3	-6	-7	2	-5	-1	7	5	-3
Cn1c(=O)c2c(nc(CN3CCN(C(=O)c4ccco4)CC3)n2Cc2ccccc2F)n(C)c1=O	3	-1	4	0	-4	0	0	-12	-9
CCNCc1nc2cc(Cl)ccc2c(=O)[nH]1	3	3	-10	7	2	4	-1	-18	2
CCOC(=O)C1=C(CC)Nc2ccccc2N=C1NC(=O)c1ccc(OC)c(S(=O)(=O)N2CCCCC2C)c1 (stereo not drawn)	18	1	-12	7	0	-1	2	-3	-17
O=C(O)CCC(=O)Nc1ccc(C(=O)OCC(=O)c2ccc(Cl)cc2Cl)cc1	6	-3	-3	7	12	-3	3	-7	-3
O=C(NCc1ccccc1Cl)c1cnc2n(c1=O)CCS2	-5	-4	0	4	-6	1	-10	-11	-3
COc1ccc(N2CCN(C(c3cccs3)C(C)NC(=O)c3ccco3)CC2)cc1 (stereo not drawn)	4	4	1	5	0	-2	0	.	-10
Cc1ccc(SCCC(=O)NCc2ccccn2)cc1	-13	-1	-10	-1	-9	0	-2	-4	-22
CC1CCCCC1NC(=O)c1ccc(S(=O)(=O)NNC(=O)c2ccncc2)cc1 (stereo not drawn)	4	0	-3	3	-1	-3	6	0	2
CCN1CCN(c2ncc(C(=O)N3CCCc4ccccc43)c3ccccc23)CC1	-4	-2	2	5	4	-1	0	.	-2
COc1ccc(N2CCN(C(=O)COCC(=O)O)CC2)cc1	1	1	-11	4	-6	1	1	-3	-10

# 3 compounds from above, arranged by the value under eIF4E 4G PPI, rising:
smiles,eIF4E 4G PPI,14-3-3 Bad PPI,FXIIa inh,FXIa inh,Wee1 degr inh,p97 ATPase inh,hK5 inh
O=C(COc1c(Cl)cccc1Cl)NN1C(=O)CSC1=S,-6,-7,2,-5,-1,7,-3
CCN1CCN(c2ncc(C(=O)N3CCCc4ccccc43)c3ccccc23)CC1,-2,2,5,4,-1,0,-2
Cc1ccc(SCCC(=O)NCc2ccccn2)cc1,-1,-10,-1,-9,0,-2,-22

# The main list resumes, starting six compounds before the break.
Molecule	Rad51 HR inh	eIF4E 4G PPI	14-3-3 Bad PPI	FXIIa inh	FXIa inh	Wee1 degr inh	p97 ATPase inh	Mdm2 ligase inh	hK5 inh
O=C(NCc1ccccc1Cl)c1cnc2n(c1=O)CCS2	-5	-4	0	4	-6	1	-10	-11	-3
COc1ccc(N2CCN(C(c3cccs3)C(C)NC(=O)c3ccco3)CC2)cc1 (stereo not drawn)	4	4	1	5	0	-2	0	.	-10
Cc1ccc(SCCC(=O)NCc2ccccn2)cc1	-13	-1	-10	-1	-9	0	-2	-4	-22
CC1CCCCC1NC(=O)c1ccc(S(=O)(=O)NNC(=O)c2ccncc2)cc1 (stereo not drawn)	4	0	-3	3	-1	-3	6	0	2
CCN1CCN(c2ncc(C(=O)N3CCCc4ccccc43)c3ccccc23)CC1	-4	-2	2	5	4	-1	0	.	-2
COc1ccc(N2CCN(C(=O)COCC(=O)O)CC2)cc1	1	1	-11	4	-6	1	1	-3	-10
O=C(NCCN1CCOCC1)c1cc(-c2ccc(Cl)cc2)on1	9	0	4	17	-1	3	0	5	5
CC(C)(C)NC(=O)C(c1cccs1)N(Cc1ccc(F)cc1)C(=O)c1csnn1 (stereo not drawn)	.	0	-5	6	-1	5	-3	-9	-4
Cc1cccnc1NC(=O)C1c2ccccc2Oc2ccccc21	7	7	-14	5	4	-1	0	-4	-9
CCC(C)(C)n1nnnc1CN(Cc1cccs1)Cc1cc2cc(OC)ccc2[nH]c1=O	-4	-9	-1	18	4	.	.	-14	-29
CC(NCC(O)COC1CCC(C(C)(C)C)CC1)c1ccccc1 (stereo not drawn)	0	2	6	6	-4	1	-7	-15	0
CCN(CC)CCN1C(=O)C(=O)/C(=C(/O)c2cnn(-c3ccccc3)c2C)C1c1cccnc1 (stereo not drawn)	-2	4	19	4	9	1	0	-21	-6
Nc1c(C(=O)c2ccccc2)sc2nsc(SCCN3CCCC3)c12	-400	-1	-7	10	-2	-2	3	-15	-2
COC(=O)c1cc(C)nc(Sc2ccccc2N)n1	-7	-1	-1	14	2	-1	-7	-16	11
CCOc1ccccc1NC(=O)CNC(=O)Cc1ccccc1	9	4	-4	-8	-8	-2	1	-5	-21
O=C(Cn1ncc(Cl)c(Cl)c1=O)N1CCN(Cc2ccccc2)CC1	5	4	-4	4	-7	1	8	22	-4
CCOc1cc(CNn2cnnc2)ccc1OCC(=O)NC1CCCCC1	-4	7	0	29	6	0	1	1	3
O=C(O)c1cc2ccccc2c(=O)s1	-4	-3	10	11	3	-1	5	-14	-5

# (more compounds)
# Short keys – A = Rad51 HR inh; B = eIF4E 4G PPI; C = 14-3-3 Bad PPI; D = FXIIa inh; E = FXIa inh; F = Wee1 degr inh; G = p97 ATPase inh; H = Mdm2 ligase inh; I = hK5 inh
> Cc1onc(-c2c(Cl)cccc2Cl)c1C(=O)c1ccccc1
  A: 10; B: 6; C: -13; D: 2; E: -3; F: 0; G: 2; H: 3; I: -2

> Oc1ccccc1-n1c(-c2ccccc2)ccc1-c1ccccc1
  A: .; B: -7; C: 2; D: 6; E: 0; F: 0; G: 0; H: .; I: 2

> O=C(CCc1ccc(O)c(O)c1)NNC(=S)Nc1ccc(Br)cc1Cl
  A: -4; B: 1; C: -17; D: 9; E: 2; F: -2; G: -5; H: -10; I: -12

> CC(OC(=O)c1oc2ccccc2c1CSC1CCCCC1)C(=O)NC(N)=O (stereo not drawn)
  A: 0; B: 14; C: 5; D: 2; E: 2; F: -3; G: 2; H: 8; I: -19

> C#CCNC(=O)C1=C[C@H](c2cn(C(C)=O)c3ccccc23)C[C@H](OCc2ccc(CO)cc2)O1
  A: -1; B: 2; C: 2; D: 5; E: 1; F: -1; G: 8; H: .; I: 1

> CCC(C)C(NC(=O)c1ccccc1NC(=O)c1ccco1)C(=O)O (stereo not drawn)
  A: 2; B: 2; C: 0; D: 10; E: -3; F: 1; G: 4; H: -13; I: 1

> Cc1ccc(-c2nc3ncccn3c2NC(=O)C2CC2)cc1
  A: -2; B: -2; C: -1; D: -20; E: -14; F: -3; G: 2; H: -19; I: -30

> CCC(C)N=C1Sc2nc3ccc(C)cc3cc2CN1CCOC (stereo not drawn)
  A: 5; B: 3; C: 21; D: 9; E: 9; F: -2; G: 6; H: -14; I: 0

> Nc1ccc(/C=C/c2ccc3ncccc3c2)cc1
  A: -1; B: 4; C: 7; D: 1; E: -2; F: 6; G: 9; H: .; I: -2

> CCCc1nn(C)c(C(=O)Nc2cccc(Cl)c2)c1Cl
  A: 17; B: -30[fluorescence artefact?]; C: 20; D: 16; E: 16; F: -2; G: -8; H: -14; I: 29

> Cn1c(=O)[nH]c(=O)c2c1nc1n2CCN1Cc1ccccc1
  A: -5; B: 10[fluorescence artefact?]; C: -13[fluorescence artefact?]; D: 6; E: -1; F: -2; G: 2; H: 8; I: 10

> Cc1[nH]n2c(=O)c3c(nc2c1-c1ccc(Cl)cc1)CCC3
  A: 1; B: .; C: .; D: 12; E: 1; F: -1; G: 1; H: 7; I: -53

> N#Cc1c[nH]n2c(=O)cc(Cc3ccccc3)nc12
  A: 0; B: 14[fluorescence artefact?]; C: -8; D: 8; E: -6; F: -3; G: 6; H: -22; I: -10

> O=S(=O)(NCC(c1cccnc1)N1CCN(c2ccccc2)CC1)c1cccs1 (stereo not drawn)
  A: 0; B: -23; C: -16; D: 4; E: -5; F: -3; G: -3; H: -11; I: 0

> Nc1c(Cl)ncnc1NCCO
  A: 6&-3; B: -4&0; C: -3&-10; D: 7&6; E: 0&-6; F: -2&-4; G: 7&4; H: 8; I: 0&-3

> COc1ccc(-n2c(SCC(=O)C(C)(C)C)nc3ccsc3c2=O)cc1
  A: 7; B: 1; C: 4; D: 3; E: -2; F: 1; G: 10; H: 9; I: -2

> Cc1ccc(CSc2ncnc3c2cnn3-c2ccc(C)cc2)cc1
  A: 0; B: -3; C: -6[fluorescence artefact?]; D: 41*; E: 22; F: 1; G: -6; H: -7; I: 45*

> O=C1CC(c2ccco2)Cc2c1cnn2-c1nc2ccccc2s1 (stereo not drawn)
  A: 28; B: 4[fluorescence artefact?]; C: 1[fluorescence artefact?]; D: 6; E: 12; F: -4; G: -2; H: 3; I: -4

> Oc1ccccc1C1=NOC(O)(C(F)F)C1 (stereo not drawn)
  A: -7; B: -4; C: 2; D: 22; E: 4; F: -2; G: 1; H: 1; I: 0

> O=S(=O)(NCc1ccccc1)c1cnc[nH]1
  A: 7; B: 2; C: -2; D: -3; E: -2; F: -1; G: 3; H: -4; I: 3

> O=[N+]([O-])c1ccc(-n2cnc3ccccc32)c([N+](=O)[O-])c1
  A: .; B: 3; C: -7; D: 8; E: -1; F: -2; G: 5; H: 5; I: .

> CC1Cc2cccc3c(O)c(C(=O)c4nn[nH]n4)c(=O)n1c23 (stereo not drawn)
  A: 7; B: -2; C: -11; D: 10; E: 9; F: -3; G: 2; H: -1; I: -23
